Source: PubChem (Sanford-Burnham Center for Chemical Genomics)
VHR inh color – VHR1 phosphatase inhibitors, primary screen, biochemical, colorimetric, HTS. Dual specificity protein phosphatase 3 (Homo sapiens), P51452. recombinant VHR phosphatase, colorimetric substrate read-out. inhibition, % at 20 µM. hit rate 0.7% among 50,000. AID 1992, 2009; in the data active = inhibition above about 60%; note: some results filed as inactive read as strong as hits
Target sequence (P51452 whole entry, looked up): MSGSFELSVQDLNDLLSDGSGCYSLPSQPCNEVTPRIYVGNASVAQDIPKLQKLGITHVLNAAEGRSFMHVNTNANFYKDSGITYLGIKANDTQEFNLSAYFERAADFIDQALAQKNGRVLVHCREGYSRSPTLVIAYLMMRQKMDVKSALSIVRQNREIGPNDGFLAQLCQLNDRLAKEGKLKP
An asterisk follows results filed as active. A portion of the library; the hit share may differ from the screen's.

SMILES	VHR inh color
COc1cc(NC(=O)c2ccc(-c3ccccc3)cc2)ccc1NC(=O)c1ccco1	-6
CC1=CC(C)C2(CO)COC(c3ccc4c(c3)OCO4)C1C2C (stereo not drawn)	2
Cc1cc(Br)cc(C)c1NC(=O)c1c(F)cccc1F	-13
CCOc1ccc(N(CC(=O)Nc2ccc(F)cc2)S(C)(=O)=O)cc1	-6
CCOc1ccc(NC(=O)c2ccccc2NC(=O)c2cccs2)cc1	-3
O=C1NCCN/C1=C\C(=O)c1ccc(F)cc1	-33
COc1ccc(S(=O)(=O)/N=C2\C=C(Br)C(=O)c3ccccc32)cc1	6
COc1ccccc1/C=C1/SC(=O)N(CNc2cccc(Cl)c2)C1=O	-1
C=C(C)COc1ccc2c3c(c(=O)oc2c1C)CCCC3	-8
O=C1CC(N2CCN(Cc3ccc4c(c3)OCO4)CC2)C(=O)N1CCc1ccccc1 (stereo not drawn)	-21
CCOC(=O)c1cnc2cc(-c3cccc(Cl)c3)[nH]n2c1=O	5
CCOC(=O)CSc1nc2sc(C)c(C)c2c(=O)[nH]1	2
Cc1c(NC(=O)c2cccs2)cccc1NC(=O)c1cccs1	-9
COc1ccc(OC)c(/C=C2/C=C(c3ccccc3)OC2=O)c1	-22
N#Cc1ccc(N=Cc2cccc(O)c2O)cc1	-7
COc1ccccc1CNC(=O)CC1S/C(=N\N=C\c2ccccc2)NC1=O (stereo not drawn)	-21
O=c1[nH]c(=S)[nH]c2sc3c(c12)CCN(Cc1ccccc1)C3	51
CCCC(=O)N1c2c(C)cccc2C(Nc2ccccc2C)CC1C (stereo not drawn)	-31
O=C(Nc1ccccc1F)c1cc2cc(Br)ccc2oc1=O	5
O=S(=O)(Nc1nc2ccccc2nc1Nc1ccccc1)c1ccccc1	-18
Cc1cc(C)c2oc(-c3ccc(C)c(NC(=O)c4ccc(Br)o4)c3)nc2c1	0
COc1ccc(C2C(C(C)=O)=C(O)C(=O)N2c2ccccn2)cc1 (stereo not drawn)	-7
O=C(O)c1cc(C23CC4CC(CC(C4)C2)C3)nc2ccccc12	-21
CCN1C(=O)/C(=C\c2cc(Br)c(OCc3ccc(F)cc3)c(OC)c2)SC1=S	-22
COC(=O)c1c(C)oc2ccc(OC(=O)c3ccc(Br)cc3)cc12	-7
Carrying on:
SMILES	VHR inh color
O=C1CC(Sc2ccc3ccccc3c2)C(=O)N1c1ccccc1 (stereo not drawn)	-3
COc1ccc(CN2CCN(Cc3cc(Br)ccc3O)CC2)cc1	-12
O=C(Nc1cccc(NC(=O)c2ccc(Cl)cc2Cl)c1)c1ccccc1F	-4
Cc1ccc(C(C)C)c(OCCNC(=O)CCC2CCCC2)c1	-9
N#Cc1c(-c2ccccc2)cc(-c2ccccc2Cl)c(C#N)c1N	7
COC(=O)c1c(-c2ccccc2)csc1NC(=O)CCCC(=O)O	14
Cc1cc(C)c(S(=O)(=O)Nc2ccc(Cl)c3cccnc23)c(C)c1	-3
Cc1ccc(C(=O)Nc2ccccc2C(=O)NCCO)cc1	2
O=C(O)CN1C(=O)S/C(=C/C(Cl)=C/c2ccc([N+](=O)[O-])cc2)C1=O	-2
O=C(CCCOc1ccccc1)Nc1ccccc1	11
COc1ccc([N+](=O)[O-])cc1-c1ccc(/C=C(/C#N)C(=O)Nc2cccc(Br)c2)o1	-7
CCCc1ccc(OCC(=O)N/N=C\c2cc(OC)ccc2O)cc1	2
CCOC(=O)CSc1cc(C)nc2ccccc12	-13
CCOC(=O)C1=C(O)/C(=C\c2ccc3c(c2)OCO3)SC1=Nc1ccccc1	-9
Cc1ccc(Cl)cc1-c1ccc(C=Nc2ccc(N3CCOCC3)cc2)o1	-6
Nc1c2c3c(c(Cl)ccc3[nH]c1=O)C(=O)c1ccccc1-2	-5
O=C1/C(=C\Nc2ccc3c(c2)OCO3)CCc2ccccc21	13
CCOc1nc(-c2ccccc2)c2cc(Cl)ccc2n1	2
CC(Oc1ccc(Cl)cc1Cl)C(=O)Nc1nc(-c2ccc(F)cc2)cs1 (stereo not drawn)	-3
C#CCn1cc(/C=C(/C#N)C(=O)Nc2ccc(OCC)cc2)c2ccccc21	-10
OC1C2CCC1C(N1CCCCC1)CC2 (stereo not drawn)	-27
CC(=C=CC(C)(C)C1OCC(C)(C)CO1)CCC=C(C)C	8
COc1cc(/C=C2/SC(=S)N(CC(=O)N3CCOCC3)C2=O)cc(OC)c1OC	18
O=C(Nc1ccc(Cl)c(Cl)c1)C(c1ccccc1)c1ccccc1	-20
CC1=C(C#N)c2nc(N)c(C#N)c(C)c2/C1=C/c1ccc(-c2ccc(C(=O)O)c(Cl)c2)o1	92*
The results go on:
SMILES	VHR inh color
CCn1nnnc1-c1ccc(OC)c(S(=O)(=O)Nc2ccccc2OC)c1	-5
CC(C(=O)O)N1C(=O)/C(=C/c2ccc(Cl)cc2Cl)SC1=S (stereo not drawn)	-20
COc1cc(NC(=O)c2ccc(Br)o2)ccc1NC(=O)c1ccco1	-2
O=C(Nc1nc2ccc([N+](=O)[O-])cc2s1)c1cc(Cl)ccc1Cl	-23
CCOc1ccc(C(=O)Nc2ccc(C)cc2[N+](=O)[O-])cc1Br	-13
COc1cc(NC(=O)c2cccc(C)c2)cc(OC)c1	22
CC(O)c1cccc(NC(=O)c2nn3c(c2Cl)NC(c2cccs2)CC3C(F)(F)F)c1 (stereo not drawn)	-18
NC(=O)c1cc2nc(-c3ccc(Cl)c(Cl)c3)cc(C(F)(F)F)n2n1	-18
O=C1c2ccccc2NC(c2ccccc2)N1Cc1ccccc1 (stereo not drawn)	-12
O=C(COc1ccccc1)Nc1ccc(-c2nc3cc(Cl)ccc3o2)cc1	2
O=C(Oc1ccc(-c2ccccc2)cc1)c1ccccc1[N+](=O)[O-]	5
Cc1nn(S(=O)(=O)c2ccccc2[N+](=O)[O-])c(C)c1Sc1ccccc1	-10
CCN(CC)c1ccc(/C=N/NC(=O)/C(=C\c2ccc3c(c2)OCO3)NC(=O)c2ccccc2)cc1	10
C=CCN1C(=O)/C(=C\c2ccc(-c3ccc(C)cc3Br)o2)C(=O)NC1=S	88*
O=C(c1ccco1)N1CCN(Cc2cccc(Cl)c2)CC1	12
CCCCNCCCCCCOc1ccccc1CC	-45
C=CCc1cccc2cc(C(=O)N(Cc3ccccc3)Cc3ccccc3)c(=O)oc12	2
O=C(O)c1cccc(N(CCO)CCO)c1	-24
Cc1sc2nc(SCC(=O)NCCCn3ccnc3)[nH]c(=O)c2c1C	-13
O=C(/C=C/c1ccccc1)Nc1ccc(S(=O)(=O)N2CCCC2)cc1	-18
Cc1ccc(-c2cc(NC(=O)c3ccc(Cl)cc3Cl)n[nH]2)cc1	-24
Cc1ccc(C(C)C)c(OCC(O)Cn2cnc3ccccc32)c1 (stereo not drawn)	10
CCC1=NN(C(=O)COc2ccccc2)C(O)(c2ccncc2)C1 (stereo not drawn)	-9
COc1ccc(C(=O)Nc2c(C)ccc3nsnc23)cc1[N+](=O)[O-]	-13
CC(C)Cc1nn2c(=O)cc(O)nc2s1	-21
The list goes on:
SMILES	VHR inh color
COc1ccccc1CC(=O)Nc1cc([N+](=O)[O-])ccc1OC	-18
O=C(Cc1ccc(Cl)cc1)NC(c1ccccc1)c1ccccc1	-1
CC1CCN(S(=O)(=O)c2ccc(NC(=O)c3ccc([N+](=O)[O-])cc3)cc2)CC1	20
CCOC(=O)c1sc(NC(=O)c2ccc(OCC)c(Cl)c2)nc1C	9
Cc1ccccc1OCCSc1ncnc2nc[nH]c12	-18
COc1ccc(CN2CCN(S(C)(=O)=O)CC2)c(OC)c1	-12
Cc1ccc2cccc(SCC(=O)c3ccc(Br)cc3)c2n1	-26
O=C(NCc1ccncc1)c1ccc(C#CC2(O)CCCCC2)cc1	25
Cc1ccc(OCc2nnc(NC(=O)Nc3ccccc3)s2)c(C)c1	-19
COc1ccc(NC(=O)C2C3C=CC(O3)C2C(=O)O)c(OC)c1 (stereo not drawn)	1
Cc1ccc(C(=O)Nc2ncccn2)o1	-9
O=C(O)C1C2C=CC3(CN(Cc4ccccc4)C(=O)C13)O2 (stereo not drawn)	-2
CC(C)c1ccc(N2C(=O)NC(=O)/C(=C/c3ccc(N(C)C)cc3)C2=O)cc1	37
COc1cc(OC)cc(C(=O)N2CCN(C3CCN(Cc4ccccc4)CC3)CC2)c1	-6
COCCN1C(=O)C(=O)/C(=C(/O)c2ccccc2)C1c1ccc(C(C)C)cc1 (stereo not drawn)	32
Cc1cccc(C2C(=O)c3ccccc3C2=O)c1C	-7
Cc1ccc(/C=C2\SC(N3CCC(C)CC3)=NC2=O)cc1	0
CC1CCN(c2nc3ccccc3n3cnnc23)CC1	-17
O=C(O)c1ccccc1Nc1nc2nc3ccccc3c(=O)n2cc1Br	5
Cc1cccc(C(=O)Nc2ccc3nn(-c4ccc(F)cc4)nc3c2)c1	3
C=CCOc1ccc(C=C2C(=O)NC(=O)NC2=O)cc1OC	-2
COc1ccccc1-n1c(O)c(C=Nc2ccccc2Cl)c(=O)[nH]c1=O	-6
Cc1cc(/C=C2\C(=O)NC(=S)N(c3cccc(Cl)c3)C2=O)c(C)n1-c1cccnc1	23
O=C(COc1ccc(Br)cc1)Nc1nc2ccccc2s1	5
CCOc1cccc(C(=O)Nc2c(C)ccc3nsnc23)c1	-13
Next section
SMILES	VHR inh color
Cc1cc(C)cc(NC(=O)c2cc(-c3cccs3)nc3ccccc23)c1	-30
Cc1c(C(=O)NC2CCCCCC2)cccc1[N+](=O)[O-]	-6
COc1cc(OC)c(C2SCCN2S(=O)(=O)c2ccc3ccccc3c2)cc1OC (stereo not drawn)	-20
COc1ccc(CNC(=O)COc2ccc(Cl)cc2C)cc1	3
Cc1ccc(NC2=CC(c3ccccc3[N+](=O)[O-])N(c3ccc(C)cc3)C2=O)cc1 (stereo not drawn)	-10
Cc1nc2cc(-c3ccc(F)cc3)nn2c(C)c1Cl	-7
C=CCNC(=S)NNC(=O)COc1cccc(C)c1	-7
CC1=C(C(=O)OCCc2ccccc2)C(c2ccc(Cl)c([N+](=O)[O-])c2)C2=C(CCCC2=O)N1 (stereo not drawn)	12
COc1ccc(N(CC(=O)Nc2ccc(C(=O)N3CCOCC3)cc2)S(=O)(=O)c2ccccc2)cc1	-5
N=c1n(CCO)c2ccccc2n1Cc1ccccc1Cl	4
COc1ccc(CCNC2CC3CCC2C3)cc1OC (stereo not drawn)	-12
COC(=O)CC12CC3CC(C1)CC(c1ccc([N+](=O)[O-])cc1)(C3)C2	-7
CCOC(=O)C1=C(C)N=c2s/c(=C\c3ccc(Cl)cc3)c(=O)n2C1c1ccc2c(c1)OCO2 (stereo not drawn)	-17
COc1ccc(-n2nc3ccc(NC(=O)/C=C\c4ccccc4)cc3n2)cc1	-28
C=CCOc1ccc(/C=C2\C(=O)N(CCCOC)C(C)=C2C(=O)OC)cc1OC	-6
Cc1c(N2C(=O)/C(=C/c3c(F)cccc3Cl)SC2=S)c(=O)n(-c2ccccc2)n1C	-30
O=C1/C(=C\c2ccccc2F)SC(=S)N1CN1CCOCC1	19
CCN(CC)c1ccc(N2C(=O)/C(=C/c3ccc(OC)cc3)SC2=S)cc1	-3
Cc1ccc(OCC(=O)NNC(=O)c2ccccc2C)c(C)c1	24
Cn1c(CNc2ccc(O)cc2)nc2ccccc21	-14
CN=C(Nc1ccc(I)cc1)SC1CC(=O)N(c2ccccc2F)C1=O (stereo not drawn)	-19
O=C(NCCc1ccccc1)c1nn2c(C(F)(F)F)cc(-c3ccccc3)nc2c1Br	-1
CC1=NN(c2ccc(Cl)cc2)C(=O)C1	2
O=C(NCc1ccc2c(c1)OCO2)C1CCCC1	-8
Oc1[nH]c2ccc(Br)cc2c1N=Nc1ccc2ccccc2n1	-13
Oc1ccc2ccccc2c1/C=N/N1CCN(Cc2cccc3ccccc23)CC1	1
O=C(C(C(=O)N1CCOCC1)C12CC3CC(CC(C3)C1)C2)N1CCOCC1	-2
CCOC(=O)Nc1ccc(Br)cc1C(c1ccccc1)N(CC(=O)OC)C(=O)OCC (stereo not drawn)	7
CC1C(O)C(C)C(c2ccccc2)N(C)C1c1ccccc1 (stereo not drawn)	-30
